Assay outcomes deposited in PubChem by School of Medicine, Boston University.
PL biosyn Enam: blocks phospholipid synthesis in CHO cells, Enamine compounds; ZR-82 CHO cells, pyrene fatty acid UV survival, CellTiter Blue; peroxisome-deficient CHO-K1 mutant line; plus DGAT-1, DGAT-2 and ACAT inhibitors; calls only at 10 µM; 0.4% of 20,000 active; AID 1347385;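 active = cell survival signal 2 SD away from solvent-only control wells, confirmed on one or two retests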;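 note: 3 h compound exposure then viability read about one day after UV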
Calls only; i = inactive. A portion of the library, so the mix of outcomes need not match the whole.

SMILES	PL biosyn Enam
O=C(N/N=C/c1ccc[nH]1)c1cccs1	i
NC1=NC(c2cccc(F)c2)n2c(nc3ccccc32)N1 (configuration not stated)	i
